ALOX12 inh: inhibitors of human 12S-lipoxygenase ALOX12. purified 12hLO, xylenol orange hydroperoxide absorbance. Potency, µM (doses to about 108 µM), for the others: at the highest dose activity change, negative = inhibition, hits mostly inhibitors. hit rate 1.1% among 580,000; active = well fitted inhibition curve with a large enough effect; inconclusive = small, poorly fitted or top-dose-only effect, or another doubt; inactive = no such curve, though single readings can be large or run the other way
Target sequence (P18054 whole entry, looked up): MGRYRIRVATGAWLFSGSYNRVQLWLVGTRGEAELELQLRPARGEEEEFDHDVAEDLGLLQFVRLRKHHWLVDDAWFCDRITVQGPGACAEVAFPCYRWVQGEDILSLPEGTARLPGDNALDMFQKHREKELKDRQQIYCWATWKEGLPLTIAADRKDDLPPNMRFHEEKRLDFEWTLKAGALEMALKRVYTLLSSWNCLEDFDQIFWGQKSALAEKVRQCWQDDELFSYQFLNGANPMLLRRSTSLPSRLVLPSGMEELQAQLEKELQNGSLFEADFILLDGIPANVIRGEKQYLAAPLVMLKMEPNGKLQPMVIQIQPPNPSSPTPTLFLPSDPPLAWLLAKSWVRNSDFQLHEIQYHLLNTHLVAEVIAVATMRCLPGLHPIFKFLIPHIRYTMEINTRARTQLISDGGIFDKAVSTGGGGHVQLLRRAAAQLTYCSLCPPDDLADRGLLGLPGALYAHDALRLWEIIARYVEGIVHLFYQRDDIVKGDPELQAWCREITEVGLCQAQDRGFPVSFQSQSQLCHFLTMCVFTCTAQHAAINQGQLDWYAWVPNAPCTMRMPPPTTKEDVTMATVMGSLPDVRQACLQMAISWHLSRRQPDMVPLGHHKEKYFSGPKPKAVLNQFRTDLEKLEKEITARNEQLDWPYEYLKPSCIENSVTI
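Hydroperoxide product was detected by ferrous iron/xylenol orange as the 573 to 405 nm absorbance ratio. Arachidonic acid at 40 uM (final) was turned over for 30 min at room temperature by 150 nM human 12hLO, pH 7.0 Hepes buffer, after 15 min compound preincubation.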
Active calls of the source: *; ? = inconclusive; [ ] = another dose, or the depositor's remark. % is scaled to controls: 0 for no effect and ±100 for the full control effect; potency is read from the fitted curve at half-maximal effect. Not all compounds are listed; rates above refer to the full screens.

no.	SMILES	ALOX12 inh
1	O=c1c2nc(OCc3ccc(-n4cccn4)cc3)ccc2ncn1Cc1ccccc1	11.4%[176 µM]
2	CCc1nc(CN(C)C(=O)C2C3C(=O)N(c4ccc(F)cc4)C[C@@]34C=C[C@@H]2O4)no1 (stereo partly drawn)	16.9%
3	Cc1ccc(CN2C(=O)[C@@H]3C[C@@H](O)CN3C3(CN(CCC(C)C)C3)C2=O)o1	18.7%[176 µM]
4	COc1ccccc1C(C)NC(=O)c1nn(C)c(=O)c2ccccc12 (stereo not drawn)	0.3%
5	Cc1cccc(NC(=O)N2CCC(CC(=O)NC3CC3)C2)c1 (stereo not drawn)	26.5%
6	Cc1occc1C(=O)N1CC[C@@H]2CN(S(C)(=O)=O)[C@@H]2C1	19.4%
7	Cc1nc(C2CCN(C(=O)[C@H]3CNC[C@@H](C(=O)N4CCOCC4)C3)CC2)no1	3.5%
8	O=C(Nn1cnnc1)c1ccc(Cl)cc1Cl	-0.2%
9	CCN(c1ccc(OC)cc1)S(=O)(=O)N1CCCC(C(=O)NC(C)c2ccccc2)C1 (stereo not drawn)	409.2%[activator]
10	O=C(NCc1ccccc1)C1C(c2ccccc2)=Nc2ccccc2N1C(=O)c1ccncc1 (stereo not drawn)	-0.8%
11	Cc1cccc(CNc2ccnc(-c3cccc(NS(C)(=O)=O)c3)n2)c1	?
12	CCN(CC)CC(C)NC(C)C (stereo not drawn)	-25.9%[12.5 µM]
13	CCCC(=O)OCCC(C)CCC=C(C)C (stereo not drawn)	134.7%[activator][176 µM]
14	Cc1ncccc1C(=O)N1CC(Oc2ccccc2-c2nc(-c3ccccc3)no2)C1	-13.6%
15	CC(=O)N1CC[C@@H]2NC(=O)[C@H]3C[C@H](NC(=O)c4cccs4)CN3C(=O)[C@H]21	19.0%[176 µM]
16	CCCn1nc(C(=O)NCc2cccc(OC)c2)c2ccccc2c1=O	45.6%[activator]
17	CCOC(=O)C(C(=O)OCC)C(C(=O)OCC)(C(=O)OCC)C(C(=O)OCC)C(=O)OCC	-13.4%
18	Cc1nc(N2CCN(C(=O)c3ccc(C#N)cc3)CC2)cc(C(F)(F)F)n1	?
19	COc1ccc(C(=O)/C(C#N)=C\c2ccc(Cl)cc2Cl)cc1	?
20	Cc1ccc2nc3n(c2c1)[C@@H](CNCc1cccnc1)COC3	40.9%[activator][176 µM]
21	COc1cccc(-c2cc(C3CCN(C(=O)NC4CCCC4)CC3)[nH]n2)c1	19.3%
22	CCCC/C=C1/[C@@H](c2ccc(Cl)cc2)N(Cc2ccc3c(c2)OCO3)C2=N[C@@H](c3ccccc3)CC(=O)N21	-3.3%
23	Cc1ccc2oc(C(=O)Nc3cccc(C(F)(F)F)c3)cc(=O)c2c1	1.2%
24	Cc1cccc2nc(C(=O)N3CCC(=O)N(CC4CC4)C(C(C)C)C3)cn12 (stereo not drawn)	4.8%
25	O=C(CC1CCOC2(CCN(Cc3cccc(F)c3)CC2)C1)NCc1ccncc1 (stereo not drawn)	82.1%[activator]
26	COC(=O)[C@]12C[C@H](CC(=O)NCc3ccc(OC)c(OC)c3)C(=O)N(Cc3ccc4c(c3)OCO4)C1=C[C@H](C(C)(C)C)O[C@@H]2C	-2.1%
27	O=c1c(Cl)c(Oc2cccc(F)c2)cnn1-c1ccc(C(F)(F)F)cn1	-2.4%
28	CCn1cnc2c1c(=O)n(CC(=O)NC1CCS(=O)(=O)C1)c(=O)n2Cc1ccccc1 (stereo not drawn)	-4.2%
29	CCOc1ccccc1CN1CCN(c2cccc(C#N)n2)CC1CCO (stereo not drawn)	47.6%[activator]
30	COc1ccc(CNC(=O)Cc2nc(-c3cccs3)oc2C)cc1	-2.7%
31	COC[C@H]1CCCN1C(=O)CC[C@@H]1CNC(=O)[C@@H]2C[C@H](NC(=O)c3ccccc3)CN12	?
32	O=S(=O)(c1ccc2oc3ccc(S(=O)(=O)N4CCOCC4)cc3c2c1)N1CCOCC1	8.5%
33	CC(=O)c1c(C)[nH]c(C(=O)C(C)Oc2ccc(C(=O)c3ccc(F)cc3)cc2)c1C (stereo not drawn)	-13.6%
34	CC(NC(=O)NC(C(N)=O)C(N)=O)c1ccccc1C(F)(F)F (stereo not drawn)	-83.9%
35	CC(=O)N1N=C(c2ccco2)CC1c1ccc2nccnc2c1 (stereo not drawn)	-6.2%
36	COc1cccc(Nc2ncc3nc(-c4cn(C)c5ccccc45)c(=O)n(CCC#N)c3n2)c1	?
37	CSc1ccccc1C(=O)NC(C)(C)C	6.2%
38	COc1ccc(N2CCN(C(=O)Cn3c(=O)[nH]c4ccccc4c3=O)CC2)cc1	-11.5%
39	COc1ccc2cc(C(=O)N3CCN(Cc4ccccc4)CC3)c(C)nc2c1	19.8%
40	O=C(O)CC/C(=C/c1ccc(OC(F)F)cc1)c1nc2ccccc2s1	2.5%
41	Cc1ccc(CN2CCC3(CC2)CCN(C(=O)C2CCC2)CC3CO)s1 (stereo not drawn)	64.5%[activator]
42	C[C@]1(CO)[C@H]2Cc3sc(NC(=O)C4CCCCC4)nc3[C@@H](CC(=O)N3CCOCC3)[C@]2(C)CC[C@H]1O	15.1%
43	CNC(c1ccccc1)c1nc(-c2cccnn2)no1 (stereo not drawn)	-0.3%
44	COCCCn1c(-c2ccc(O)c(OC)c2)nc2c1c(=O)[nH]c(=O)n2CC(C)C	-23.3%
45	Cn1cc(CC(=O)NCc2cn3ccccc3n2)c2ccccc21	21.3%
46	Cn1c(CNC(=O)CCc2ccnc(N3CCCC3)c2)nc2ccccc21	75.5%[activator]
47	Cc1cc(C)c(NC(=O)COC(=O)c2cccc(C)c2O)c(Cl)c1	?
48	COc1cccc(OC)c1C(=O)OCC(N)=O	-48.1%
49	CN1CCN(c2ncc3nc(-c4cccs4)c(=O)n(Cc4ccc(F)cc4)c3n2)CC1	?
50	N#Cc1ccc(Oc2ccc(-c3ccc(Oc4ccc(C#N)cc4)cc3)cc2)cc1	?
51	CCOc1ccccc1/C=C/C(=O)c1cccc(O)c1	?
52	Cc1ccc(NC(=O)c2nc3ccccc3nc2N2CCN(C)CC2)cc1C	5.9%
53	CCc1ocnc1C(=O)N[C@@H]1CCOC[C@H]1OCC1CCC1	30.3%
54	CC(C)CCN1CCOc2cc(C(=O)NCc3cccs3)ccc2C1	26.9%[176 µM]
55	COCCNC(=O)[C@@H]1[C@@H](CO)[C@@H]2Cn3c(cccc3=O)[C@H]1N2Cc1cccc(Cl)c1	-10.8%
56	CCc1ccc(CNc2ncncc2-c2nc(-c3ccccc3)no2)cc1	41.6%[activator]
57	COc1ccc2[nH]c(C(=O)N[C@@H]3CN(S(C)(=O)=O)C[C@H]3CN(C)C)cc2c1	20.9%
58	COc1cc(Br)c(C(=O)O)cc1OC	-47.6%
59	CCOc1cc(CN(C)C(=O)c2cc(C)sc2NC(=O)C(C)(C)C)ccc1OC	2.0%
60	CN1CCCCC(CC(=O)Nc2ccc(F)c(F)c2)C1=O (stereo not drawn)	43.7%[activator]

Continuation:
no.	SMILES	ALOX12 inh
61	COc1ccccc1CC(=O)NC(c1cccs1)C1CCCC1 (stereo not drawn)	20.6%
62	COc1ccc(NC(=O)C2CCCN2S(=O)(=O)c2ccc3c(c2)C(C)(C)C(=O)N3C)cc1 (stereo not drawn)	21.7%
63	Cc1ccc(COC(=O)c2ccccc2Sc2ccccc2C#N)cc1	-14.9%
64	CC(C)(C)NC(=O)C(c1cc2ccccc2o1)n1c(=O)c(-c2ccco2)nc2ccccc21 (stereo not drawn)	?
65	CN(C)CC1(O)CCC2(CCN(C(=O)CC3CCCC3)CC2)CC1	24.2%
66	COCC(=O)N1CCN(C)CC1C(=O)N1CCc2nc[nH]c2C1 (stereo not drawn)	?
67	CC1(C)C(=O)N(Cc2ccccc2F)[C@H]2CN(Cc3cccc(OC(F)(F)F)c3)C[C@H]2[S+]1(=O)[O-]	-16.6%
68	CCCCCCCCN1C(=O)[C@@H](CC(=O)N2CCN(C(=O)C3CC3)CC2)C[C@@]2(C(=O)OC)C1=C[C@H](C(C)(C)C)O[C@@H]2C	-17.3%
69	CC(C)c1noc(-c2cn(C3CCN(C(=O)c4cccc5[nH]ccc45)C3)nn2)n1 (stereo not drawn)	5.8%
70	Clc1cc(Cl)c(N/N=C/c2cccc(Cl)c2Cl)c(Cl)c1	?
71	CCN(CC)c1ccc(C(=O)NCc2nnc3cc(-c4nc(C)no4)ccn23)cc1	2.8%
72	CC(C)(C)NC(=O)CSc1nc2c(c(C(F)(F)F)c1C#N)CCCC2	3.1%
73	O=C(c1csnn1)N1CCC2(CC1)CCN(c1ccccc1)CC2	?
74	O=C1NC(=O)C(=Cc2ccc(-c3ccc(F)cc3)o2)S1	-25.4%[57.4 µM]
75	Cc1ccc(OCc2nc3ccccc3n2C(C(=O)Nc2c(C)cccc2C)C2CC2)cc1 (stereo not drawn)	13.1%
76	COCCN1Cc2ccc(Nc3cccnc3)nc2C(C)(C(=O)Nc2cccc(OC)c2)C1 (stereo not drawn)	8.5%
77	CN(C)C(=O)/C=C/c1csc(-c2ccc(F)cc2)n1	49.9%[activator]
78	COc1ccc(-c2[nH]nc3ncc(-c4ccc(F)cc4OC)nc23)c(C)c1	15.2%[176 µM]
79	CNC(=O)N1CCC(C2CCN(C(=O)c3nccn3C)C2)CC1 (stereo not drawn)	50.9%[activator]
80	Cn1c(=O)[nH]c(=O)c2c1nc(Sc1ccccc1)n2Cc1ccc(Cl)cc1	22.5%
81	CNC(=O)[C@@H]1C[C@H](Oc2ccccc2)CN1C(=O)Cn1c(=O)oc2ccccc21	47.7%[activator]
82	O=C1NCCN2CC3(CCN(S(=O)(=O)c4cccc5cccnc45)CC3)CC12 (stereo not drawn)	71.3%[activator]
83	CCc1noc(-c2cn(C3CCN(C(=O)c4ccc5[nH]ccc5c4)CC3)nn2)n1	26.7%
84	N#CCn1nc2n(c1=O)CCN(S(=O)(=O)c1cccc3cccnc13)CC2	50.1%[activator]
85	O=C(NCCN1Cc2ccccc2OC(c2ccccc2F)C1)c1cncs1 (stereo not drawn)	-4.1%
86	CC(C)(C)c1ccc(C(=O)NCCCNC(=O)c2cc3ccccc3[nH]2)cc1	-11.6%
87	CN(C)C(=O)C1CN(C(=O)CCc2ncc(-c3ccccc3Cl)o2)c2ccccc2O1 (stereo not drawn)	-2.2%
88	COCC1CN(C2CCC2)CC12CCN(C(=O)c1ccccc1OC)CC2 (stereo not drawn)	56.2%[activator]
89	CCn1cnc2c1c(=O)n(CC(=O)N(Cc1ccc(F)cc1)C1CC1)c(=O)n2Cc1ccccc1	5.3%
90	COc1ccc2cnn(CC(=O)Nc3ccc(Oc4ccccc4)cc3)c(=O)c2c1OC	?

From entry 61 to 62, as listed above:
no.	SMILES	ALOX12 inh
61	COc1ccccc1CC(=O)NC(c1cccs1)C1CCCC1 (stereo not drawn)	20.6%
62	COc1ccc(NC(=O)C2CCCN2S(=O)(=O)c2ccc3c(c2)C(C)(C)C(=O)N3C)cc1 (stereo not drawn)	21.7%

Later entries
entry	SMILES	ALOX12 inh
91	CC(=O)c1c(C)[nH]c(C(=O)OC(C)C(=O)c2ccc(F)c(F)c2)c1C (stereo not drawn)	-3.6%
92	Cc1ccc(CC(=O)N2CCC(Cc3nc(-c4cnccn4)no3)CC2)cc1	24.6%
93	Fc1ccc(C(c2ccc(F)cc2)N2CCN(C/C=C\c3ccccc3)CC2)cc1	?
94	N[C@@H](Cc1ccccc1)C(=O)N1CCC2(CC1)C(=O)NCN2C(=O)C1CCCC1	9.7%[6.33 µM]
95	CC(=O)Nc1ccc(NC(=O)c2cc(-c3ccccn3)nc3ccccc23)cc1	?
96	CN(C)c1ccc(CN2C[C@@H](CN3CCCCC3)[C@@H](CO)C2)cn1	58.7%[activator]
97	COc1ccc(S(=O)(=O)c2c(C)c(C)n(C3CCCC3)c2NC(C)=O)cc1	-6.4%
98	O=C(NC(NC(=O)c1ccccc1)c1ccccc1F)c1ccccc1	-42.2%
99	O=C1CCC2(CNC(=O)C3CCOCC3)CCCC=C2N1 (stereo not drawn)	14.5%
100	CS(=O)(=O)N1CCC2(CCC(=O)N(CC3CC3)CC2)CC1	7.3%
101	COC(=O)c1cc(Br)ccc1NC(=O)c1ccc(OC)cc1	-9.1%
102	O=c1n(CC2CC2)nc2n1CCN(Cc1ccc3[nH]ccc3c1)CC2	39.5%[activator]
103	O=C(CNc1ccccc1)NNC(=O)c1cc(-c2ccccc2)nn1-c1ccccc1	7.2%
104	COCC(=O)N1CCCC(C(=O)NCCCn2nc(C)c(Cl)c2C)C1 (stereo not drawn)	25.7%
105	O=C(Cn1nc(-c2ccccc2F)ccc1=O)N1CCC(Cc2ccccc2)CC1	-1.4%
106	COc1ccc(C(=O)N2CCN(c3cc(-c4ccc(F)cc4)[nH]n3)CC2)cc1OC	22.8%
107	Cc1ccccc1N(CC(=O)NC(C)(C)C)C(=O)c1ccc(-c2ccccc2)[nH]1	-8.0%
108	COc1ccc(CNC(=O)CCC2CCCN(C(=O)CN3CCOC3=O)C2)c(OC)c1 (stereo not drawn)	55.0%[activator]
109	N#Cc1c(NC(=O)c2cc(=O)c3ccccc3o2)sc2c1CCCC2	-3.4%
110	CC[C@H]1CN(C(=O)C2CC2)CC[C@H]1CC(=O)NC1CC1	16.3%[176 µM]
111	CC(C)C(=O)Nc1ccccc1Cl	12.2%
112	CC(C)(C)c1ccc(C(=S)NCCC2=CCCCC2)cc1	?
113	CC(C)c1ccc(NC(=O)C2CCCCC(=O)N2)cc1 (stereo not drawn)	-3.1%

In the list so far, these contain a CF3 group.
entry	SMILES	ALOX12 inh
18	Cc1nc(N2CCN(C(=O)c3ccc(C#N)cc3)CC2)cc(C(F)(F)F)n1	?
23	Cc1ccc2oc(C(=O)Nc3cccc(C(F)(F)F)c3)cc(=O)c2c1	1.2%
27	O=c1c(Cl)c(Oc2cccc(F)c2)cnn1-c1ccc(C(F)(F)F)cn1	-2.4%
34	CC(NC(=O)NC(C(N)=O)C(N)=O)c1ccccc1C(F)(F)F (stereo not drawn)	-83.9%
67	CC1(C)C(=O)N(Cc2ccccc2F)[C@H]2CN(Cc3cccc(OC(F)(F)F)c3)C[C@H]2[S+]1(=O)[O-]	-16.6%
72	CC(C)(C)NC(=O)CSc1nc2c(c(C(F)(F)F)c1C#N)CCCC2	3.1%

Source: PubChem (National Center for Advancing Translational Sciences (NCATS))
